# Source: PubChem BioAssay (several laboratories)
# MT1-MMP act inh: inhibitors of human MT1-MMP activation. HT1080 RFP-PRO-GFP cells, GFP/RFP ratio fluorescence, overnight; percent of plate control window, DMSO zero. GFP/RFP ratio change, % at 20 µM. 360,000 compounds, 0.061% hits. AID 651647;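 active means GFP/RFP ratio change of at least 30% with cell ATP level not reduced by more than half and red fluorescence within 50% of control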; further: strong numbers were not always called active
#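 Assay system: HT1080 RFP-PRO-GFP cells | Dosing: 20 µM single dose, 1% DMSO | Incubation: Cells overnight before dosing, compound overnight, 37 °C, 5% CO2 | Evaluation: GFP/RFP fluorescence ratio | Control set: DMSO-only wells and HT1080 RFP-L50D-GFP cell wells as references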
# NadD block: NadD (S. aureus) enzyme inhibition; 360,000 compounds, 0.78% hits; inhibition, % at 20 µM; purified NadD enzyme, colorimetric absorbance read-out; in the data active means inhibition above about 26%; further: some compounds past the cut are filed as inactive
# FAS-TE inh: FAS thioesterase (human) inhibition; inhibition, % at 15 µM; AID 602261; 360,000 compounds, 0.67% hits; recombinant FAS-TE, OMFH fluorogenic substrate, fluorescence endpoint;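 active means compounds whose normalised, plate-corrected inhibition of enzyme fluorescence in the single-dose primary screen is 50% or more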;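 further: 0% = DMSO with enzyme and 100% = substrate without enzyme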
# Rpn11 inh: Rpn11 (human) deubiquitinase inhibition; O00487; human 26S proteasome, Ub4-pepOG fluorescence polarization; 20S core pre-blocked with epoxomicin; calls only at 20 µM; 360,000 compounds, 0.59% hits; AID 588493;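 active means inhibition at 20 µM, scaled to each plate's controls, above about 33%, limit read from the data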
# MLLE-PAM2 inh: blocks PAM2 peptide binding to the PABP1 MLLE domain; P11940; GST-MLLE / FITC-PAM2 fluorescence polarization; inhibition, % at 20 µM; 360,000 compounds, 0.36% hits; in the data active means inhibition above about 35%, passing the limit was not always enough;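 further: plate controls were DMSO wells with GST-MLLE for no effect and wells lacking GST-MLLE protein for full effect; some results filed as inactive read as strong as hits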
# Neddyl block: cullin neddylation inhibition; P61081+Q13564; TR-FRET cullin neddylation, biochemical; calls only at 25 µM; 360,000 compounds, 0.58% hits; in the data active means inhibition above about 36%
# CSN deneddyl inh: inhibitors of human CSN-mediated cullin deneddylation; inhibition, % at 12.5 µM; 360,000 compounds, 0.38% hits; Purified CSN, SCF-Nedd8-OG deneddylation, fluorescence polarization; Q92905; AID 651999;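 active means pattern-corrected inhibition above about 35%, with an unprinted fluorescence ratio check between 0.5 and 1.5, limit read from the data, passing the limit was not always enough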;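 further: 0% = enzyme with substrate and 100% = substrate without enzyme; some results filed as inactive read as strong as hits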
#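 test system = HEK293T-derived human Csn5 enzyme | amount = 0.24 nM Csn5 enzyme, final concentration | medium = Tris/NaCl/DTT buffer, pH 7.5 | schedule = 90 min reaction at room temperature | signal = FP | evaluation = inhibition of Csn5 cleavage, % | compound dosing = single dose of 12.5 µM compound with 0.25% DMSO | probe or stimulus = 10 nM SCFSkp2-Nedd8OG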
# SKN-1 inh: C. elegans SKN-1 inhibition; AID 624304; 360,000 compounds, 0.49% hits; inhibition, % at 21.8 µM; C. elegans VP596 Pgst-4::GFP/RFP ratio, acrylamide-induced, 24 h;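 active means interference check ratio from 0.5 to 1.5 plus GFP to RFP signal ratio inhibition reaching or exceeding a fixed threshold, cut at about 30% in these data, passing the limit was not always enough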; further: some compounds called inactive have numbers as strong as hits
# Rin1 Abl inh: blocks binding of human Rin1 to Abl. 360,000 compounds, 0.4% hits. inhibition, % at 7.35 µM. P00519+Q13671. TR-FRET Rin1/Abl binding, biochemical; in the data active means inhibition above about 5%, passing the limit was not always enough
# Active calls of the source: *; i = inactive; nt = no result given; + = active, no number. Rows are unselected (roughly 3.9% active in at least one column).
SMILES,MT1-MMP act inh,NadD block,FAS-TE inh,Rpn11 inh,MLLE-PAM2 inh,Neddyl block,CSN deneddyl inh,SKN-1 inh,Rin1 Abl inh
COc1cccc(CNC(=O)C(C)n2nc(C)n3c(cc4occc43)c2=O)c1 (stereo not drawn),3,3,-2,i,4,i,3,5,0
CCCS(=O)(=O)N1CCN(Cc2ccc([N+](=O)[O-])cc2)CC1,1,0,-3,i,13,i,1,0,3
CCOc1ccc(NC(=O)CC2C(=O)N(CC)C(=S)N2NC(=O)c2ccncc2)cc1 (stereo not drawn),-2,2,-4,i,-17,i,1,7,-3
CC(=O)c1c(C)nc(-c2ccccc2)n1O,2,-3,-7,i,-10,i,-6,-26,-5
O=C(O)C(=Cc1cccc([N+](=O)[O-])c1)c1ccc(Cl)cc1,3,0,6,i,-7,i,1,1,1
O=C(Cn1c(=O)c2c(ncn2C2CCCC2)n(Cc2ccccc2)c1=O)N1CCc2ccccc21,1,-3,24,i,-10,i,3,4,1
N#C/C(=C(/O)CSc1ccccc1C(=O)O)c1nc2ccccc2s1,1,-3,-7,i,5,i,1,-7,-2
COc1cc(OC)cc(-c2nnc(NC(=O)CCS(=O)(=O)c3ccccc3)o2)c1,3,10,-8,i,-20,i,1,0,1
COc1ncccc1-c1cc2nc(NCCNC(C)=O)n(C)c(=O)c2s1,7,3,-7,i,4,i,3,15,-3
COC(=O)c1ccc(OCCn2cnc3ccccc3c2=O)cc1,-1,-4,-5,i,3,i,-4,12,1
Cc1ccc(C2=CC(=O)C[C@H](c3ccc(Cl)cc3)C2)cc1,4,3,38,i,23,i,-1,6,5
CCc1ccccc1NC(=O)NC1CCCCCCC1,-8,3,2,i,7,i,5,-2,-1
Cc1cccc(NC(=S)NCc2ccccc2)c1C,3,0,-6,i,-1,i,5,9,0
COc1ccc(C(CC(=O)N2CCOCC2)c2c(OC)cc(OC)c3c(-c4ccccc4)cc(=O)oc23)cc1 (stereo not drawn),1,4,13,i,2,i,23,6,0
COCC(O)Cn1ccnc1[N+](=O)[O-] (stereo not drawn),0,-5,-8,i,6,i,4,21,-5

# 2 compounds drawn at random from those above, as already listed:
SMILES,MT1-MMP act inh,NadD block,FAS-TE inh,Rpn11 inh,MLLE-PAM2 inh,Neddyl block,CSN deneddyl inh,SKN-1 inh,Rin1 Abl inh
CCOc1ccc(NC(=O)CC2C(=O)N(CC)C(=S)N2NC(=O)c2ccncc2)cc1 (stereo not drawn),-2,2,-4,i,-17,i,1,7,-3
CCCS(=O)(=O)N1CCN(Cc2ccc([N+](=O)[O-])cc2)CC1,1,0,-3,i,13,i,1,0,3

# Next part:
SMILES,MT1-MMP act inh,NadD block,FAS-TE inh,Rpn11 inh,MLLE-PAM2 inh,Neddyl block,CSN deneddyl inh,SKN-1 inh,Rin1 Abl inh
CC(C)c1ccc(N2C(=O)/C(=C/N(C)C)SC2=S)cc1,-21,2,3,nt,-99,i,7,33,-2
COc1cccc(NC(=S)N2CCN(Cc3ccccc3)CC2)c1,1,3,-7,i,-111,i,-8,-15,-1
COc1cc2c(cc1OC)-c1cc(Nc3ccc4c(c3)OCCO4)nc(=O)n1CC2,3,13,-5,i,-15,i,5,17,-4
c1ccc(-c2ncnc3ccccc23)cc1,4,-3,-6,i,2,i,3,5,2
CC(C)(C)CC(=O)Nc1ccc(S(=O)(=O)NC2=NCCCCC2)cc1,-2,0,-6,i,-2,i,1,10,4
CN(C)c1ccc(/C=N\NC(=O)c2cccc3cc[nH]c23)cc1,3,7,7,i,-11,i,-4,12,0
CCOC(=O)N1CCN(C(=O)CSCC(=O)Nc2nc(-c3ccc(-c4ccccc4)cc3)cs2)CC1,7,0,14,i,3,i,0,0,-1
O=C(NC1CC1)c1ccc2nc([C@H]3C[C@H](O)[C@@H](CO)O3)[nH]c2c1,-1,1,0,i,-1,i,1,18,-2
CCCCC(=O)NCCNc1nc2c(c(=O)n(C)c(=O)n2C)n1Cc1ccc(F)cc1,4,2,1,i,-8,i,0,-8,-4
COc1cc(/C=C/c2ccc3cccc([N+](=O)[O-])c3n2)ccc1OCC(=O)O,0,11,-1,i,19,i,8,11,-5
CCOc1cc(S(=O)(=O)NCc2cccnc2)c(C)cc1C,-2,1,-6,i,4,i,-4,-5,2
CC(C)NS(=O)(=O)c1ccc(OCC(=O)Nc2ccc(F)cc2F)cc1,0,-11,5,i,8,i,-1,24,0
C[C@H](CO)N1C[C@H](C)[C@@H](CN(C)S(=O)(=O)c2ccc(F)cc2)OCc2cnnn2CCCC1=O,2,-5,-6,i,-1,i,0,15,-3
O=C(Nc1ccc2c(c1)nc1n2CCCCC1)c1cc(S(=O)(=O)N2CCOCC2)ccc1Cl,6,8,-6,i,11,i,0,-13,1
CCN1C(=O)/C(=C\C(=O)c2cccs2)c2cc(Br)ccc21,-4,-5,10,i,2,i,-2,7,5
N/C(Cc1nc(-c2ccc(F)cc2)cs1)=N\O,0,-1,-8,i,5,i,3,-3,3
CCOC(=O)C1CCN(c2nc(-c3ccc(Br)cc3)nc3ccccc23)CC1,7,-2,20,i,13,i,-2,-17,-4
Cc1nnc2ccc(-c3ccc(NC(=O)c4ccco4)cc3)nn12,4,2,-3,i,-11,i,13,10,-9
Cc1ccc(S(=O)(=O)Nc2ccc(N3CCOCC3)cc2)cc1[N+](=O)[O-],-2,5,2,i,-10,i,0,5,-2
CCCN(Cc1nnc(-c2ccccc2Cl)o1)C(=O)c1cccc(S(=O)(=O)N2CCOCC2)c1,0,-6,-4,i,6,i,2,-5,1
c1ccc2c(c1)ncn2-c1ccc(-c2ccnc(-c3ccncc3)n2)cc1,-8,-2,5,i,-5,i,10,-4,1
O=C1CC(=C(c2ccccc2)c2ccccc2)C(=O)N1CCN1CCN(c2cccc(Cl)c2)CC1,1,10,20,i,9,i,2,3,-4
O=C(CN(CC1CCCO1)C(=O)CNS(=O)(=O)c1ccc(F)cc1)NCCc1ccccc1 (stereo not drawn),5,-4,0,i,-6,i,-2,17,2
CCC(C)[C@H](NC(=O)NCc1ccc(Cl)cc1)C(=O)OC (stereo partly drawn),0,-2,-4,i,-4,i,-2,9,1
O=C(Nc1ccccc1)c1cc(C2CCCCN2C(=O)OCc2ccccc2)on1 (stereo not drawn),-5,-6,20,i,15,i,-3,1,-4
COc1cc(C2NC(=O)NC(C)=C2C(=O)OC2CCC(C)CC2)ccc1O (stereo not drawn),-2,6,-2,i,-2,i,0,7,0
CN(CC(=O)Nc1cc(Cl)cc(Cl)c1)Cc1cccs1,0,-4,24,i,10,i,2,0,6
Cc1[nH][nH]c(=O)c1/C=N/N1CCOCC1,0,2,-7,i,-2,i,-5,4,-4
Cc1ccc(S(=O)(=O)N(CC(=O)NCc2ccncc2)Cc2ccccc2F)cc1,-4,-6,0,i,6,i,-2,-1,1
O=C(Nc1ccccc1Cl)NC1(C(=O)N2CCC(O)CC2)CCCCC1,0,-1,-4,i,-3,i,0,1,1
Nc1ncc(-c2ccccc2)n1CC1CCCO1 (stereo not drawn),11,-1,-14,i,5,i,-5,11,3
COc1ccc(Cc2nnc(NC(=O)CSc3ccc(C)cc3)s2)cc1OC,-1,3,-2,i,1,i,-2,-12,-1
O=C(Nc1ccc2nc(-c3ccc4nc[nH]c4c3)[nH]c2c1)c1cccs1,19,20,-15,i,-4,i,-3,9,0
CCOc1ccccc1Nc1nc(-c2cccnc2)cs1,-4,-3,8,i,7,i,0,11,0
CCCS(=O)(=O)N1CCCC(C(=O)Oc2ccc(C)c(C)c2)C1 (stereo not drawn),-1,-7,4,i,11,i,8,7,1
O=C1c2ccccc2[C@@H]2Cc3csc[n+]3[C@H]12,1,-3,-10,nt,nt,i,8,-2,nt
COc1ccc(N(CCC#N)C(=O)/C(C#N)=C/c2cccs2)cc1,-2,-1,0,i,-10,i,0,2,-2
CCOc1ccc(/C=N/NC(=O)c2ccc(Cn3cc([N+](=O)[O-])cn3)o2)cc1,6,-4,-7,i,-10,i,0,7,3
S=c1[nH]nc(C2CCCCC2)n1/N=C/c1ccc(Br)cc1,1,3,8,i,-103,i,-7,2,1
O=C(COC(=O)c1ncc(Cl)c(Cl)c1Cl)NC(=O)NCc1ccccc1,1,-10,-2,i,4,i,-3,11,-2
O=C(Nc1ccc2c(c1)OCCO2)c1cccc(Cl)c1,1,-7,-1,i,1,i,0,3,0
CCN(CC)C(=O)CC(c1cc(OC)c(OC)c(OC)c1)c1c(OC)cc(OC)c2ccc(=O)oc12 (stereo not drawn),-7,3,-8,i,-8,i,0,4,3
Cc1ccc(NC(=O)c2cc(=O)[nH]c3ccc(S(=O)(=O)N4CCOCC4)cc23)cc1,1,2,-4,i,19,i,3,4,0
CCc1c(C)sc(NC(=O)c2cccs2)c1C#N,-7,2,-6,i,-18,i,4,23,-1
Cc1cc(Br)cn2c(Cc3ccccc3)c(C3CCCCC3)nc12,-3,5,22,nt,nt,i,2,27,nt
COc1cc(COCC(O)CN2CCN(Cc3ccc4c(c3)OCO4)CC2)cc(OC)c1OC (stereo not drawn),0,-7,-7,i,-9,i,1,-11,2
Cc1nnc(SCC(=O)Nc2ccc([N+](=O)[O-])cc2)n1CC1CCCO1 (stereo not drawn),0,-1,-1,i,3,i,1,2,1
O=C(CSc1nc2ccccc2c(=O)n1CCCN1CCOCC1)Nc1ccc(F)c(Cl)c1,5,-9,44,i,-1,i,2,-4,2
CC(C(=O)NCc1ccc2c(c1)OCO2)c1ccc([N+](=O)[O-])cc1 (stereo not drawn),-3,-5,21,i,4,i,2,10,2
COc1cccc(C(=O)Nc2cccnc2)c1,6,4,-9,i,9,i,0,5,1
CN1CCN(NC(=O)c2cn(-c3ccccc3)nc2-c2cccs2)CC1,-1,1,-2,i,19,i,-4,-3,-3
CCOc1cc(/C=C2\SC(=S)N(NC(=O)c3cccnc3)C2=O)ccc1O,-12,-2,-4,+,-111,i,36*,16,-2
O=C(NCCc1ccccn1)C(F)(F)C(F)(F)C(F)(F)C(F)(F)C(F)(F)C(F)(F)C(F)(F)C(F)F,7,-1,8,i,4,i,0,17,2
Brc1ccc(CSc2ccc3nnc(-c4cccnc4)n3n2)cc1,2,4,31,i,8,i,-2,-1,-12
COc1ccc(Cc2c(Cl)ncnc2Cl)cc1,-5,-9,6,i,-6,i,-2,5,3
CC1=C/C(=N\NC(=O)c2cccs2)CC(C)(C)C1,0,1,-12,i,-11,i,-1,-2,-4
CCN(CC(=O)Nc1ccc(NC(C)=O)cc1)C(=O)c1ccccc1CCc1ccccc1,5,-3,-4,i,-16,i,0,13,0
O=C(COC(=O)CNC(=O)c1ccccc1Cl)NC1CCCC1,2,1,-6,i,12,i,4,0,1

# Whole records from above. Screens in order: MT1-MMP act inh	NadD block	FAS-TE inh	Rpn11 inh	MLLE-PAM2 inh	Neddyl block	CSN deneddyl inh	SKN-1 inh	Rin1 Abl inh
# Results for `COc1ccc(Cc2c(Cl)ncnc2Cl)cc1` = -5	-9	6	i	-6	i	-2	5	3
# Results for `CN1CCN(NC(=O)c2cn(-c3ccccc3)nc2-c2cccs2)CC1` = -1	1	-2	i	19	i	-4	-3	-3
# Results for `Brc1ccc(CSc2ccc3nnc(-c4cccnc4)n3n2)cc1` = 2	4	31	i	8	i	-2	-1	-12
# Results for `Cc1nnc(SCC(=O)Nc2ccc([N+](=O)[O-])cc2)n1CC1CCCO1` (stereo not drawn) = 0	-1	-1	i	3	i	1	2	1
# Results for `CCN(CC(=O)Nc1ccc(NC(C)=O)cc1)C(=O)c1ccccc1CCc1ccccc1` = 5	-3	-4	i	-16	i	0	13	0
